Source: PubChem
ALOX12 inh – inhibitors of human 12S-lipoxygenase ALOX12; purified 12hLO, xylenol orange hydroperoxide absorbance; Potency, µM (series often up to 108 µM), for inactives: top-dose activity change, negative = inhibition, most hits filed as inhibitors; actives 1.1% (n = 580,000); P18054; AID 1671190; active = well fitted inhibition curve with a large enough effect; inconclusive = small, poorly fitted or top-dose-only effect, or another doubt; inactive = no such curve, though single readings can be large or run the other way
Target sequence (P18054 whole entry, looked up): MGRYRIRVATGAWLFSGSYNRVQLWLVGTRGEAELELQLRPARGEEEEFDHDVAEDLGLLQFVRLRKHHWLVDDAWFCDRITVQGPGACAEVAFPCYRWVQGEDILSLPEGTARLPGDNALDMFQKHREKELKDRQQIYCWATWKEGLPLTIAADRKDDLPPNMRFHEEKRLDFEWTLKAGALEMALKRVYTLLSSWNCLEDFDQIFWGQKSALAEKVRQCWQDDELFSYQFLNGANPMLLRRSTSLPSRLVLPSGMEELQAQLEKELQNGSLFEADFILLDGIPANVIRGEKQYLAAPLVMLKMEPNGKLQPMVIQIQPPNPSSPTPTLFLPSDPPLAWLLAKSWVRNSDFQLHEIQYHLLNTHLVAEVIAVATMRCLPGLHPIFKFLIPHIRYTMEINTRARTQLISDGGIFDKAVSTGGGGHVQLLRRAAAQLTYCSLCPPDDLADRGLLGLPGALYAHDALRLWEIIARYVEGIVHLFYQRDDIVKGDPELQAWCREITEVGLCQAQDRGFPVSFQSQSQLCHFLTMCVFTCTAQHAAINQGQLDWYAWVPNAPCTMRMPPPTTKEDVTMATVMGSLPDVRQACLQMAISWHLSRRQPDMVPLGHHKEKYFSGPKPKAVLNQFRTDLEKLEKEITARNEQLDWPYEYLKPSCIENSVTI
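Purified human 12hLO at 150 nM in 25 mM Hepes, 0.01% Triton X-100, pH 7.0, preincubated 15 min at room temperature with compound. Reaction started with 40 uM arachidonic acid, 30 min at room temperature. Hydroperoxide measured by Fe-xylenol orange, 573/405 nm absorbance ratio.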
* marks the source's active call; other numbers are inactive results; ? = inconclusive; [ ] = dose if it differs, or a comment. % is set by controls: 0 for no effect and ±100 for the full control effect; potency is the fitted concentration of half-maximal effect.

SMILES	ALOX12 inh
COCCNC(=O)CCCN1C(=O)COc2ccc(C(=O)COc3ccc(C)cc3OC)cc21	35%[activator]
COc1ccc(Nc2nc(-c3ccc(OC)cc3)nc3ccccc23)cc1	-4%
O=C(Nc1cccc(C(F)(F)F)c1)c1cccc(NC(=O)c2cc(=O)c3ccccc3o2)c1	-22%
CCOc1ccc(NC(=O)CCNc2c(C)nc3cnccn23)cc1	?
COc1ccc(CN2CCn3c(nn(-c4ccc(Cl)cc4)c3=O)C2)cc1	-1%[6.33 µM]
CCOC(=O)C1=C(C)NC(=O)CC1c1ccccc1F (stereo not given)	-31%
O=C(c1ccc2[nH]ccc2c1)N1CCC(Cn2cc(C3CCCC3)nn2)CC1	7%
CCCCCCOc1ccc(/C=C/C(=O)c2ccc(OC)c(CSCC(=O)O)c2)cc1	-21%
COc1ccc(NC(=O)C2CCN(c3nc4ccccc4o3)CC2)c(OC)c1	?
COc1cc(OC)c(-n2nnc(-c3nc(-c4ccc(C)cc4)no3)c2C)cc1Cl	-15%
Cn1nccc1C(=O)N1CC(C(=O)Nc2ccccn2)C2(CCOCC2)C1 (stereo not given)	19%
CCn1c(NC(=O)CCc2nc(-c3ccsc3)no2)nc2ccccc21	10%
CCOC(=O)c1ccccc1NC(=O)N1CCCC(CN2CCc3ccccc3C2)C1 (stereo not given)	?
Cc1noc([C@@H]2CN(C(=O)Cc3c(F)cccc3Cl)C[C@H]2CO)n1	29%
Cc1ccc(S(=O)(=O)Nc2nc3ccccc3nc2Nc2cccc(F)c2)cc1	-27%
Cc1ccc(SCCOc2ccccc2C=O)cc1	-42%
O=C(c1ccccc1Cl)N1CCCN(c2nc3ncccc3o2)CC1	35%[activator]
O=C(O)CCC(=O)NC(Cc1c[nH]c2ccccc12)C(=O)O (stereo not given)	-93%
CN1C(=O)[C@@H]2C[C@@H](CN2C(=O)NCc2ccccc2)Oc2ccccc21	-2%[176 µM]
COc1ccc(NC(=O)Cc2c(Cl)cccc2Cl)cc1OC	1%
CCCNC(=O)NC(=O)CSc1cc(C)c2ccccc2n1	-28%
CC(C)c1nc(-c2ccccc2NS(=O)(=O)c2ccccc2Br)n[nH]1	?
N#Cc1nc(C2CC2)oc1N1CCN(Cc2ccccc2Cl)CC1	?
O=C(c1ccc2[nH]ccc2c1)N1CCC2(CC1)Nc1ccccc1NC2=O	36%[activator]
COc1nccnc1NC1CCN(C(=O)CCc2ccccc2)CC1	37%[activator]
Cc1ccc(S(=O)(=O)CCC(=O)OCc2cc(=O)oc3cc(C)c(C)cc23)cc1	?
N#C/C(=C/c1cccc(O)c1)C(=O)Nc1ccc(N2CCOCC2)cc1	?
O=C(Nc1ccc(Cl)c(C(F)(F)F)c1)c1nn(-c2cccc(Cl)c2)ccc1=O	0%
O=C(NC1CCCCCC1)c1csc2ccccc12	1%
CC(C)CNC(=O)C1Cn2cccc2C(=O)N1Cc1ccccc1 (stereo not given)	21%
CCc1noc(-c2cn(C3CCN(C(=O)c4cccs4)C3)nn2)n1 (stereo not given)	37%
COc1ccccc1CN(Cc1ccccc1OC)C[C@@H]1C=C(C)[C@H](Cc2nc3c(C)cccc3[nH]2)C[C@H]1C(C)C	15%
CSCC(=O)N(Cc1ccncc1)C1CCN(C)CC1	9%
CC(C)c1nc2cc3sc(C(C)C)nc3cc2s1	-23%
O=C(NCCCN1CCCC1=O)C1CCCC1	40%[activator]
Cc1noc2c(N(C)C)cc(-c3ccsc3)nc12	25%[176 µM]
Cc1cc(C(=O)CSc2nnc(COc3ccccc3Cl)n2C)c(C)n1Cc1cccs1	63%
Cc1cccc(CNC(=O)C(C)C2CCOCC2)c1 (stereo not given)	6%
COc1cccc(-c2cc3c(=O)n(CCNC(=O)c4ccc(C(C)(C)C)cc4)ccn3n2)c1	4%
C[C@]12CCC3=C4CCC(=O)C=C4CC[C@@H]3[C@H]1CC[C@@]2(O)CC#N	19µM*

In another format: results already given
Cc1cccc(CNC(=O)C(C)C2CCOCC2)c1 (stereo not given)
  ALOX12 inh: 6%
COc1cccc(-c2cc3c(=O)n(CCNC(=O)c4ccc(C(C)(C)C)cc4)ccn3n2)c1
  ALOX12 inh: 4%

By substructure: the entries above with a Cl atom
SMILES	ALOX12 inh
COc1ccc(CN2CCn3c(nn(-c4ccc(Cl)cc4)c3=O)C2)cc1	-1%[6.33 µM]
COc1cc(OC)c(-n2nnc(-c3nc(-c4ccc(C)cc4)no3)c2C)cc1Cl	-15%
Cc1noc([C@@H]2CN(C(=O)Cc3c(F)cccc3Cl)C[C@H]2CO)n1	29%
O=C(c1ccccc1Cl)N1CCCN(c2nc3ncccc3o2)CC1	35%[activator]
COc1ccc(NC(=O)Cc2c(Cl)cccc2Cl)cc1OC	1%
N#Cc1nc(C2CC2)oc1N1CCN(Cc2ccccc2Cl)CC1	?
O=C(Nc1ccc(Cl)c(C(F)(F)F)c1)c1nn(-c2cccc(Cl)c2)ccc1=O	0%
Cc1cc(C(=O)CSc2nnc(COc3ccccc3Cl)n2C)c(C)n1Cc1cccs1	63%

(further entries)
SMILES	ALOX12 inh
CCCN1CNC(=S)N(N2CN(CCC)CNC2=S)C1	13µM*
COC(=O)C1=C(C)N(Cc2ccccc2C(F)(F)F)C(=NCc2ccc(C(F)(F)F)cc2)NC1c1cccc(Cl)c1 (stereo not given)	-22%
O=C(c1cccc(OC2CN(Cc3ccc(F)cc3F)C2)c1)N1CCCC1	-24%
CC(C)NC(=O)CN1CCN(Cc2cc(=O)c3cccc(Cl)c3[nH]2)CC1	6%
COC(=O)[C@]12C[C@H](CC(=O)NCCC(C)C)C(=O)N(CCC3=CCCCC3)C1=C[C@H](COCc1ccccc1)O[C@@H]2C	-23%
CC(C)N1C(=O)C2(CCCC2)C1C(=O)O (stereo not given)	34%
O=C(NC1CCCCC1)[C@@H]1C[C@@H](O)CN1C1CCN(C(=O)c2ccccc2)CC1	33%[activator]
CC(Oc1ccccc1)C(=O)N1CCCC(n2cc(-c3nc(C4CC4)no3)nn2)C1 (stereo not given)	19%
CC(C)N1C[C@H](O)C[C@H]1c1nnc2n1CCN(C(=O)c1ccncc1)CC2	-1%
COc1cncc(Nc2ncc(-c3cccc(F)c3)c3c2OCC3)c1	31%[activator][176 µM]

5 entries from above, arranged by the value under ALOX12 inh, falling:
Structure | ALOX12 inh
CC(C)NC(=O)CN1CCN(Cc2cc(=O)c3cccc(Cl)c3[nH]2)CC1 | 6%
CC(C)N1C[C@H](O)C[C@H]1c1nnc2n1CCN(C(=O)c1ccncc1)CC2 | -1%
COC(=O)C1=C(C)N(Cc2ccccc2C(F)(F)F)C(=NCc2ccc(C(F)(F)F)cc2)NC1c1cccc(Cl)c1 (stereo not given) | -22%
COC(=O)[C@]12C[C@H](CC(=O)NCCC(C)C)C(=O)N(CCC3=CCCCC3)C1=C[C@H](COCc1ccccc1)O[C@@H]2C | -23%
O=C(c1cccc(OC2CN(Cc3ccc(F)cc3F)C2)c1)N1CCCC1 | -24%

(list continues)
SMILES	ALOX12 inh
O=C(NCCc1cccc(Cl)c1)Nc1ccc(Cl)cc1F	?
O/N=C/c1cn(-c2ccccc2)nc1-c1ccncc1	4%
COC(=O)c1cccc(NC(=S)N[C@@H]2C=C[C@@H](c3c(C)nn(-c4ccc(F)cc4)c3C)C2)c1	?
COc1ccc(C(=O)N2CCCC(c3nc(-c4ccccc4)no3)CCNC(=O)CC2)c(OC)n1 (stereo not given)	-5%
Fc1ccccc1-c1nnc(SCc2c(F)c(F)c(F)c(F)c2F)n1C1CC1	?
COCc1nc(C2CCCN(C(=O)c3cc(OC)cc(OC)c3)C2)no1 (stereo not given)	15%
Cc1cnc2c(S(=O)(=O)N3CCN(C)CC3)cccc2c1	13%
Cc1ncc(CO)c(CN2CCCC3(Cc4ccccc4CNC3=O)C2)c1O (stereo not given)	1%[6.33 µM]
O=C(NCc1ccccc1)C(=O)Nc1ccc2cc[nH]c2c1	?
COc1cccc(C(=O)N2CCC(c3n[nH]c(=O)n3-c3ccc(C)cc3)CC2)c1	?
N#CC(C#N)=C(/C=C/c1ccc(OC(F)F)cc1)C1CC1	?
CCC(Cn1ccnc1)NC(=O)c1cccc(NCc2ccc(F)cc2)c1 (stereo not given)	28%
CCC(C(=O)NCc1cc(C)ccc1OC)c1ccccc1 (stereo not given)	8%
Cc1cc2nc(CSc3nc4ccc(NC(=O)c5ccccc5)cc4s3)cc(=O)n2o1	41%[activator]
CC(C)N1C(=O)C2(CCCC2)C1C(=O)NC1CCCCC1 (stereo not given)	39%
CCC(=O)Nc1ccc2c(ccn2CCN2CCOCC2)c1	?
CCOC(=O)C1C(c2ccc(O)c(OCC)c2)NC(=O)NC1(O)C(F)(F)F (stereo not given)	-10%
O=C(c1ccc[nH]1)N1CCCC(n2cc(-c3nc(-c4ccccc4)no3)nn2)C1 (stereo not given)	8%
COCc1nc(-c2ccc(OC3CN(Cc4cccs4)C3)cc2)no1	?
O=c1[nH]c(C2CCN(Cc3ccc(Cl)cc3)CC2)nc2ccc(F)cc12	21%
COCCN1C(=O)CS(=O)(=O)C12CCN(C(=O)c1ccccc1F)CC2	33%[activator]
CC(=O)Nc1ccc(-c2csc(Nc3ccc(O)c(C(=O)O)c3)n2)cc1	40µM*
O=C(Cn1nc(C(=O)O)c2ccccc2c1=O)Nc1ccc(OC(F)F)cc1	-13%
Cn1cc(CN[C@H]2[C@H](O)[C@H](O)C[C@@H]2c2ccc(N3CCOCC3)nc2)cn1	18%[176 µM]
Cn1nccc1C(=O)N1CCC(Oc2nccnc2N2CCOCC2)C1 (stereo not given)	39%[activator]
Cc1cccc(CC(=O)N2CCC(n3cc(-c4nc(-c5ccccc5)no4)nn3)C2)c1 (stereo not given)	5%
COc1ccccc1C(=O)N1CCC(N2CC3CC(C2)[C@H]2CCCC(=O)N2C3)CC1 (stereo not given in full)	32%
CCOP(=O)(OCC)c1nc(-c2ccc(Cl)cc2)oc1NCc1cccnc1	?
Cc1ccc(S(=O)(=O)N2CCN(C(=O)NCC3CN(CC(C)C)CCO3)CC2)cc1 (stereo not given)	9%
Cc1nc2nc[nH]n2c(=O)c1NC(=O)Nc1cccc(C(F)(F)F)c1	-12%
N#Cc1ccc(CN2CCc3nc(C(=O)N4CCOCC4)oc3CC2)cc1	13%[176 µM]
Cc1cc(C(=O)N2CCC(c3nnc(Cn4ccnc4)n3C)CC2)on1	42%
Cc1ccc(CN2CCc3oc(C)c(C(=O)N(C)CC(=O)N4CCCC4)c3C2)cc1	?
O=C(c1ccc(F)cc1)N1CCN(c2cn[nH]c(=O)c2Cl)CC1	3%
CCOCCC(=O)NCc1ccc(OC)cc1	22%
COc1ccc2oc(=O)c(C(=O)N3CCCCC3C)cc2c1 (stereo not given)	-3%
COc1cccc(CN2Cc3cc(NC(=O)c4ccc([N+](=O)[O-])cc4)ccc3OC(C)C2=O)c1OC (stereo not given)	1%
COCCNC(=O)CN(C)C(=O)c1cc(-c2ccc(Cl)cc2)nc2ccccc12	2%
CC(C)C(=O)NC(NC(=O)C(C)C)c1cc(Br)ccc1F	-2%
CC1=CC(=C2C=CC(=O)C=C2)C=C(C)N1C	7%
CCNc1c(NC(=O)Nc2ccccc2Cl)c(=O)oc2ccccc12	?
Cc1ccc(-c2nc(Cn3c(=O)c(C#N)cn(C4CC4)c3=O)co2)c(C)c1	?
O=C1CCC2(CCCN(c3nc4ccccc4s3)C2)CN1Cc1cccnc1 (stereo not given)	12%
N#Cc1ccc(CN2CC(Oc3ccc4c(c3)OCO4)C2)cc1	?
CSCCC(=O)N1CCCC1C(=O)Nc1ccccc1Oc1cccnc1 (stereo not given)	44%
COc1cccc(CN2CCCCCNC(=O)CC2c2ccccc2)c1 (stereo not given)	17%
CCn1nccc1C(=O)NCCC1CCN(C(=O)Nc2ccc(F)cc2)CC1	21%
CN(C1CCc2nn(C)c(=O)n2CC1)S(=O)(=O)c1ccc(Cl)s1 (stereo not given)	19%
CC(C)CNC(=O)CN1CCN(c2nc(-c3cccs3)nc3ccccc23)CC1	24%
O=C1NC(c2ccccc2)(c2ccccc2)C(=O)N1CNc1ccccn1	-24%

(more compounds)
SMILES	ALOX12 inh
COc1ccc(-c2cc3ccc(OC(=O)c4ccco4)cc3oc2=O)cc1	12%
O=C(OCCOc1ccccc1Cl)c1ccccc1C(=O)c1ccc(Cl)cc1	19%
CN1CCN(c2ncc3nc(-c4ccc(Cl)cc4)c(=O)n(CCC#N)c3n2)CC1	-28%
O=C(C1CCOCC1)N1CCOC[C@H](Oc2cnccn2)C1	28%[176 µM]
COCCOC1CCOC2(CCN(C(=O)c3ccc4ccccc4n3)CC2)C1 (stereo not given)	4%
O=C(/C=C/c1ccc(Cl)cc1Cl)Nc1ccc(-c2ccccc2)cc1	-3%
Cc1ccc(NC(=O)c2cc(-c3ccncc3)nc3ccccc23)c(O)c1	?
CN1C(=O)C(CC(=O)NCc2noc(-c3c(F)cccc3F)n2)N(C)C1=O (stereo not given)	41%[activator]
Cc1ccc(-c2cc(C(=O)O)c3cc(Cl)ccc3n2)cc1	?
Cc1cc(NC(=O)CSc2ccc(-c3ccc4c(c3)OCO4)nn2)no1	397%[activator]
CN1Cc2nc(OCc3ccc(F)cc3)ccc2OCC1=O	9%[176 µM]
COc1cc(/C=C/C(=O)c2c(O)c3ccccc3oc2=O)cc(OC)c1OC	?
Cc1cc(C(=O)N2CCC(c3nc(-c4ccccc4)no3)C2)n[nH]1 (stereo not given)	48%[activator]
COc1ccccc1NC(=O)Nc1ccnn1C1CCN(C(=O)CCN)CC1	-1%
CCN=C1NC(c2ccccc2C(F)(F)F)C(C(=O)OC)=C(C)N1C (stereo not given)	?
CC1(C(=O)NCc2ccccc2)CSCC(=O)N1CCCn1ccnc1 (stereo not given)	-14%
CC(C)CNC(=O)c1cc(-c2cccs2)nc2ccccc12	-7%

An excerpt; count on the stated rates, not on these rows.
